aSyn 5UTR inh: MLPCN primary screen, SNCA 5' untranslated region | inhibition, % (tested at 7.5 µM) | actives 0.82% (n = 300,000) | alpha-synuclein 5'UTR reporter, inhibitor activity | AID 1813; in the data active means inhibition above about 60%; inconclusive means no clear call, values can overlap the other calls;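 further: H4 neuroglioblastoma cells stably carrying SNCA 5'UTR luciferase fusion; 0% = DMSO wells and 100% = positive control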
IEC-6 cytotox: counter-screen for KLF5 inhibitors: cytotoxicity in IEC-6 cells | actives 0.78% (n = 290,000) | inhibition, % at 5 µM | IEC-6 cytotoxicity, luminescence viability; in the data active means inhibition above about 22%;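 further: 0% = plate median of test compound wells and 100% = cytotoxic reference compound wells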
AI-2 QS modul: modulates the Vibrio harveyi AI-2 quorum sensing system; Vibrio harveyi JMH597 AI-2 luminescence/OD600 ratio, 9 h; hits give low values; strain lacks LuxN and CqsS sensors; 0 = neutral-control median; activity change, % at 7.5 µM; actives 0.4% (n = 300,000); AID 2094; in the data active means activity change below about -75%, passing the limit was not always enough; inconclusive means no clear call, values can overlap the other calls;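 further: luminescence divided by OD600 gain over 9 h not by final OD600 alone; inactives centre near 13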
SKKanGAS inh: inhibitors of SKKanGAS S. pyogenes growth in kanamycin (SK-promoter or general growth effect); BacTiter-Glo, 6 h; AID 1662; inhibition, % at 7.5 µM; actives 1.3% (n = 300,000);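 active means mean replicate score, as percent of positive control median, at least 50; inconclusive means mean below 50 but one replicate at or above 50; inactive means mean and every replicate below 50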;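 further: strain carries kanamycin resistance gene driven by streptokinase promoter and grows in 40 µg/ml kanamycin; loss of luminescence reflects streptokinase promoter inhibition or plain growth inhibition; 0% = median of DMSO wells and 100% = positive control at its reference dose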
KLF5 inh: inhibitors of KLF5 expression; DLD-1 KLF5 promoter-luciferase reporter, luminescence; inhibition, % at 5 µM; actives 0.23% (n = 290,000);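 active means inhibition above a per-plate limit of that plate's mean compound inhibition plus 3 SD, cut at about 60% in these data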;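 further: 0% = DMSO wells and 100% = LY294002 at 200 µM; higher means less KLF5 promoter-driven luciferase light; inactives centre near -14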
HSF1 activator: increases HSF-1 driven luciferase reporter signal; NIH3T3-HGL HSF-1 luciferase reporter, MG132, 8 h; 100% = twice DMSO control signal; activation, % at 9 µM; actives 1.7% (n = 300,000);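 active means mean replicate activation of at least 50% with a set share of replicates each reaching 50%; inconclusive means only one of those two conditions met; inactive means mean below 50% and too few replicates reaching it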;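 further: 0% = median of the neutral control wells and 100% = twice that signal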
Platelet DG rel: modulates dense granule release in human platelets; actives 0.22% (n = 300,000); inhibition, %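 (compounds screened at 7.5 µM in platelet-rich plasma)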; human platelet-rich plasma, SFLLRN dense granule ATP release, luminescence;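 active means mean replicate score, as percent of positive control, at or above 50; inconclusive means mean below 50 but at least one replicate at or above 50; inactive means mean and every replicate below 50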
HIF act: HIF pathway transcriptional activation. activation, % at 7.5 µM (by protocol). actives 0.32% (n = 300,000). U2OS HRE-luciferase reporter, luminescence; normalized: DMSO 0%, desferrioxamine 100%. AID 1910;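 active means mean activation of at least 10% of the iron chelator positive control signal, with at least half of replicates also reaching 10%; inconclusive means mean and replicate majority disagree about reaching 10%; inactive means mean and most replicates under 10%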
HSP90 inh: blocks HSP90-mediated luciferase refolding in reticulocyte lysate; Rabbit reticulocyte lysate, luciferase refolding luminescence, 3 h; inhibition, % at 5.6 µM; actives 0.91% (n = 290,000);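 active means inhibition above the screen-wide mean plus 3 SD, computed separately per campaign, cut at about 16% in these data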;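 further: 0% = DMSO wells and 100% = 60 µM geldanamycin wells; inhibitors lower the luminescence because luciferase stays unfolded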
HSF1 inhib: HSF1 inhibition; NIH3T3-HGL HSE-luciferase, MG132-induced, luminescence 8 h; hits give low values; activity change, negative = inhibition, % at 7.5 µM (by protocol); actives 0.77% (n = 300,000); AID 2098;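 active means more than half of replicate wells show activity change below -50%, luminescence cut by over half; inconclusive means some wells, but at most half, below -50%; inactive means no replicate well below -50%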;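 further: luciferase reports HSF-1 transcriptional activity via heat shock element; 0% = median of DMSO wells and -100% = zero luminescence signal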
* hit, by the source's call; ? = inconclusive; · = no result given.

Second line of a record – AI-2 QS modul	KLF5 inh	HSF1 activator	HIF act	aSyn 5UTR inh	IEC-6 cytotox	HSF1 inhib	Platelet DG rel	HSP90 inh	SKKanGAS inh
- O=C(C[n+]1cc2ccccc2c2ccccc21)c1ccccc1
 : 17	-28	16	0.2	-6	6	13	22	2	8
- CC(=O)OCC12COC3c4ccccc4OC(C)(CC1C)C3C2C (stereo not given)
 : 4	-7	-7	-1.0	1	-2	-8	3	3	-3
- Cc1ccc(/C=N/NC(=S)NCCc2ccccc2)s1
 : 12	-3	25	4.0	-25	-2	22	-2	-4	5
- CCN(CC)C(=O)CSC1=Nc2ccccc2C2=NC(c3ccccc3)C(=O)N12 (stereo not given)
 : 11	-22	42	0.7	-51	0	6	3	0	-4
- O=C(CCn1nnc2ccccc21)Nc1nnc(Cc2ccc(F)cc2)s1
 : 14	-2	27	-0.1	11	0	7	-3	-3	2
- COc1cccc(N(CC(=O)NC(C)c2ccccc2)S(C)(=O)=O)c1 (stereo not given)
 : 9	6	-6	0.2	-1	3	-3	-7	4	0
- COc1cc(C(=S)N2CCOCC2)ccc1OC(=O)c1ccccc1
 : 7	-21	8	-0.9	3	-1	-2	2	5	2
- c1ccc(CSc2ccc(-c3cccnc3)nn2)nc1
 : 25	-14	-4	1.7	-78	4	4	5	3	-4
- CCOc1cc(C2NC(=O)NC(C)=C2C(=O)OC(C)CC)cc(Br)c1O (stereo not given)
 : 8	-4	-4	-0.3	-14	2	-7	-2	-1	-20
- Cc1cc(C)cc(C(=O)N2CCN=C2SCc2ccc([N+](=O)[O-])cc2)c1
 : 23	-13	13	0.2	4	2	10	-9	-1	1
- CCCOC(=O)C1=C(C)NC2=C(C(=O)C(C(=O)OC)C(C)C2)C1c1ccc(N(C)C)cc1 (stereo not given)
 : 6	-32	7	0.0	-16	0	1	-1	2	8
- CCc1ccc(Nc2n[n+](-c3ccccc3)c(-c3ccc(OC)c(Br)c3)s2)cc1
 : 25	-48	-3	0.4	-23	4	9	-2	7	5
- CCOC(=O)c1c(NC(=O)C2C3C=CC(C3)C2C(=O)O)sc2c1CC(C)(C)OC2 (stereo not given)
 : 18	-81	0	-0.4	29	9	-6	1	0	5
- CC(=O)NC1C(=O)SC1(C)C (stereo not given)
 : 15	-19	-4	-0.6	-9	-3	-3	1	-1	16
- CCCc1cc(N2CCCC(C(=O)NCC)C2)n2ncnc2n1 (stereo not given)
 : 15	-18	-11	-0.1	13	-2	0	-1	-2	-6
- CCC(C)[C@H]1CNCCN1CCCc1cc(OC)c(OC)c(OC)c1 (stereo not given in full)
 : -2	·	-8	0.6	0	·	2	-2	·	3
- COc1ccc2nc(NC(=O)CSCC(=O)Nc3cc(C)on3)sc2c1
 : 12	·	15	1.9	-101	·	15	1	·	-11
- Cc1cc(NS(=O)(=O)c2ccc(NS(=O)(=O)c3cc(C)c(Cl)cc3Cl)cc2)no1
 : 33	-21	-1	-0.7	-1	-6	-7	-8	-4	15
- COc1ccc(Br)cc1/C=N/n1c(C)nnc1C
 : 39	-10	-10	-0.3	11	3	-11	?	-1	3
- CCOC(=O)CCCCC(=O)c1[nH]c(=O)[nH]c1C[n+]1ccc(C)cc1
 : -20	-1	-5	0.0	-11	-2	-5	3	-1	-10
- CC(C)N(C)C(=O)c1ccc(OC2CCN(CCc3ccccc3)CC2)cc1
 : 12	-13	-21	-0.2	13	2	-1	2	2	-8
- O=C(CN1C(=O)c2ccccc2C1=O)NCCOc1ccccc1
 : -50	10	·	·	·	0	·	·	2	-3
- CC1CC(C)CN(CCOc2cccc3ccccc23)C1 (stereo not given)
 : 16	-33	6	-1.1	-3	1	6	-8	0	-4
- CC1CCCCC1N=C1NC(C)(C)CS1 (stereo not given)
 : 1	-29	7	-0.6	-6	2	-4	5	-6	·
- CC(C)n1c(N2CCN(C(=O)Nc3ccc(F)cc3F)CC2)nc2ccccc21
 : 11	-4	-1	-3.1	1	-7	-1	0	3	13
- N#Cc1nc(COc2ccccc2)oc1N1CCCC1
 : 22	-10	3	-1.4	-6	4	11	·	6	7
- O=C(Nc1ccc(CN2CCOCC2)cc1)c1ccccc1F
 : 20	-105	40	2.1	-76	-2	10	5	0	0
- COc1cc(/C=N/NC(=S)NCCN2CCOCC2)cc(OC)c1OC
 : 20	-6	-1	-0.1	9	8	0	-2	-4	2
- N#Cc1ccc(-c2ccccc2)nc1SCCN1CCOCC1
 : 24	-36	18	0.3	-40	1	2	2	-4	-5
- Cc1cc(/C=C(\C#N)C(=O)NCc2ccco2)c(C)[nH]1
 : 5	3	38	0.6	-64	1	2	4	1	-1
- CCOC(=O)C1CCCN(CC(=O)Nc2c(C(=O)OC)[nH]c3ccccc23)C1 (stereo not given)
 : 15	-19	60*	-0.2	18	0	16	5	0	0
- O=C(Nc1c2ccccc2nc2ccccc12)C(Cl)(Cl)Cl
 : 17	2	18	0.2	-50	2	-3	-13	1	-1
- O=C1CCC(C(=O)O)N1 (stereo not given)
 : 11	-46	10	-0.4	8	-8	5	-2	-2	2
- O=[N+]([O-])c1cc(S(=O)(=O)NCCN2CCOCC2)ccc1Sc1nnnn1-c1ccccc1
 : 5	-11	10	-0.3	-96	2	2	0	1	11
- COc1cccc(OC)c1C(=O)Nc1cccc2c1CCCC2
 : 4	-31	12	-0.9	2	-4	4	-8	2	-5
- CC(C)(C)NC(=O)COc1ccc(S(=O)(=O)N2CCCC2)cc1
 : 4	-12	6	-36	-9	-7	-2	-8	1	-1
- COc1ccc(S(=O)(=O)N(C)C)cc1NCC(=O)Nc1cccc2ccccc12
 : -4	·	-4	-0.1	7	·	-5	-5	·	1
- COc1ccccc1C(=O)NCC(=O)NCCc1ccc(Cl)cc1
 : 20	5	12	0.2	1	-7	3	-3	-2	-8
- CCCS(=O)(=O)N1CCN(Cc2ccncc2)CC1
 : 12	-1	-14	-0.3	7	0	-12	10	0	4
- C=C1CCN([C@@H](CC(C)C)C(=O)Nc2ccc(OC)cc2)S(=O)(=O)c2ccccc21
 : 41	·	27	-0.5	2	·	4	2	·	3
- COc1ccc(CCNS(=O)(=O)c2ccc3c(c2)NC(=O)CCS3)cc1OC
 : -5	-3	1	-0.4	14	12	5	22	1	1
- COc1ccc(/C(N)=N/OC(=O)c2ccco2)cc1OC
 : 0	-173	33	1.9	-142	-5	30	6	-1	-5
- CCOC(=O)C1(Cc2cccc(Cl)c2)CCCN(C(=O)c2cc(C)n(C)n2)C1 (stereo not given)
 : 0	5	27	-0.7	19	1	5	3	-3	2
- O=C(O)c1cccc(NC(=S)NC(NC(=O)c2ccccc2[N+](=O)[O-])C(Cl)(Cl)Cl)c1 (stereo not given)
 : 36	10	-17	0.0	-30	0	-11	-2	1	·
- O=C(CCN1CCCCC1)NNC(=S)NC(=O)c1ccc(Br)cc1
 : 27	-23	17	-1.2	-25	6	4	13	2	5
- COc1ccc(-n2c(CCC(=O)O)ccc2-c2ccccc2)cc1
 : 25	-34	-10	0.0	-8	-8	-5	0	2	-2
- CC/C(=C\C(=O)c1ccncc1)Nc1ccc(O)cc1
 : 8	10	-1	0.8	-39	-10	1	12	4	-2
- O=C(NC1CCCCC1)NC1CCN(CC(=O)N2CCOCC2)CC1
 : 13	6	11	-0.8	-3	-5	-1	1	-2	5
- COc1cc(Nc2cc(C)nc3ncnn23)cc(OC)c1OC
 : 39	2	-5	0.0	4	-2	-8	13	-4	-2
- CCOC(=O)C1CCCN(CC(=O)c2ccc(F)cc2)C1 (stereo not given)
 : 14	-32	-1	1.5	0	-6	-1	1	1	1

Remaining list, next part
Second line of a record – AI-2 QS modul	KLF5 inh	HSF1 activator	HIF act	aSyn 5UTR inh	IEC-6 cytotox	HSF1 inhib	Platelet DG rel	HSP90 inh	SKKanGAS inh
- CCS(=O)(=O)N1Cc2ccccc2CC1C(=O)Nc1ccccc1OC (stereo not given)
 : 12	-46	-16	0.4	17	6	2	4	0	-7
- COC(=O)c1ccc(Cl)c(NC(=O)CN(c2ccccc2)S(=O)(=O)c2ccc(OC)cc2)c1
 : 16	-4	8	0.4	7	2	-1	2	2	5
- CC(Nc1c([N+](=O)[O-])c(=O)oc2ccccc12)C(Cl)c1ccccc1 (stereo not given)
 : 22	-8	0	-0.1	-11	-2	1	0	-1	-3
- CCC(NC(=O)c1oc2ccccc2c1COC)c1ccc(OC)cc1 (stereo not given)
 : 9	-2	20	-0.9	24	-1	3	-11	4	1
- CCOc1ccc(S(=O)(=O)N(C)CC(=O)NCCN2CCOCC2)cc1
 : 10	-6	6	-2.3	-15	-1	5	10	0	-1
- CC(=O)Cn1c(=O)oc2ccccc21
 : 5	-23	8	-0.3	25	0	-10	-1	-2	-4
- Brc1ccccc1CN1CCC(N2CCCCC2)CC1
 : 9	1	-3	-0.1	11	-6	-9	4	-1	3
- Cc1cccc(NS(=O)(=O)c2cccc(C(=O)NCC(C)(C)N3CCOCC3)c2)c1
 : 15	-33	6	0.0	24	1	-1	3	0	-10
- Cc1ccc(CC(CC(=O)O)C(=O)NCc2ccccc2)cc1 (stereo not given)
 : 19	-19	6	-0.4	11	2	-1	-5	1	0
- O=C(OCC(=O)N1CCCC1)c1cccs1
 : 10	-26	4	1.2	-52	5	13	7	-2	-1
- COc1ccc(CCNC(=O)c2cc(S(=O)(=O)N(C)C)ccc2N2CCCC2)cc1OC
 : 19	-32	17	-0.5	-2	-1	1	-5	-1	-8
- Cc1cc2oc(C(=O)Nc3ccc(S(N)(=O)=O)cc3)c(C)c2cc1Cl
 : 28	2	1	0.0	16	2	-4	-2	0	12
- O=C(c1nc2ccccn2c1CNCCCn1ncc2ccccc21)N1CCCC1
 : 10	11	-43	-0.3	6	2	-22	9	-5	-5
- CCCCOc1ccc(-c2[nH]ncc2C=O)cc1
 : -10	-90	-2	1.1	-82	1	5	9	-4	6
- NNC(=O)COc1cccc(Oc2ccccc2)c1
 : 12	-10	-5	0.1	-5	-2	-3	6	2	1
- C=CCn1c(-c2cc(Cl)ccc2OC)n[nH]c1=S
 : 12	-1	10	-0.7	16	-8	-4	?	-2	-3
- Cc1ccnc(NS(=O)(=O)c2ccc(NC(=O)Cc3c(F)cccc3Cl)cc2)n1
 : 25	-19	28	-1.1	10	-2	4	-3	-1	4
- O=C(NCCc1cccc(F)c1)[C@@H]1CSC2c3ccccc3C(=O)N21 (stereo not given in full)
 : 19	-34	7	-0.2	26	0	-1	6	4	4
- COc1ccc(/C(O)=C2/C(=O)C(=O)N(CCCC(=O)O)C2c2ccc(OC)cc2)cc1 (stereo not given)
 : 20	-16	1	-2.1	-1	-2	-10	-5	2	7
- COc1ccccc1NC(=O)Nc1cc(F)ccc1F
 : 22	-39	14	0.8	-61	-1	11	-9	-1	3
- CCOC(=O)C1(Cc2cccc(F)c2)CCN(C(=O)C2CCCO2)CC1 (stereo not given)
 : 13	-20	0	0.4	8	4	0	11	1	-2

High-throughput results deposited in PubChem by several laboratories.
